Rtt109 HAT inh: inhibitors of Candida albicans Rtt109/Vps75 histone acetyltransferase; purified Rtt109/Vps75, ThioGlo CoA-SH fluorescence, 4 h; hit rate 0.16% among 330,000; inhibition, % at 34.9 µM; Q5AAJ8; AID 540336;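 active = inhibition of at least 50% in every replicate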
Target sequence (Q5AAJ8 whole entry, looked up): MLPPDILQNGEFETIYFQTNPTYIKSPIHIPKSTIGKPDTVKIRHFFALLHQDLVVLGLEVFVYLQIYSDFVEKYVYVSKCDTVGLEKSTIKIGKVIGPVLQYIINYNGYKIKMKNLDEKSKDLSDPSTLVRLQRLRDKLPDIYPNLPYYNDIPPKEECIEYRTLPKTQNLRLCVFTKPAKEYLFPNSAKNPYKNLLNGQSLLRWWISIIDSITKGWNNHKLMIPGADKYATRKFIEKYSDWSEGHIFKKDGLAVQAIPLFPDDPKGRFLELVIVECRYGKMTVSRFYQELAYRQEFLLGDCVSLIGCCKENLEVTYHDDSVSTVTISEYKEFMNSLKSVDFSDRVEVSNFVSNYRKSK
Wnt bcat act: activators of Wnt/beta-catenin signaling | Wnt/beta-catenin reporter cell assay, activator, plate reader | activation, % at 9.35 µM | hit rate 1.2% among 300,000 | AID 743398; in the data active = activation above about 30%, passing the limit was not always enough;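 note: 0% = neutral control wells and 100% = positive control wells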
PvdQ inh: P. aeruginosa PvdQ acylase inhibition; purified PvdQ acylase, fluorescence plate reader; inhibition, % at 10 µM; hit rate 0.063% among 340,000; in the data active = inhibition above about 30%, passing the limit was not always enough;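 note: 0% = vehicle neutral wells and 100% = reference inhibitor wells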
phage Ecoli inh: E. coli growth loss with phage present; hit rate 0.26% among 360,000; inhibition, % at 11.9 µM; growth absorbance; in the data active = inhibition above about 11%
E coli growth: counter-screen for AddAB inhibitors: E. coli growth inhibition | hit rate 0.27% among 330,000 | AID 449728 | inhibition, % at 11.9 µM | E. coli V3065 growth, OD600 absorbance, 18 h;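 active = inhibition above the campaign's mean inhibition across all tested compounds plus 3 SD, cut at about 9.9% in these data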;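 note: uninfected addAB+ strain grown without phage in ampicillin broth; 0% = DMSO wells and 100% = ciprofloxacin 0.95 µg/ml wells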
PfHsp90 set2: inhibits growth of yeast expressing Plasmodium falciparum Hsp90; S. cerevisiae expressing PfHsp90, BacTiter-Glo ATP, 48 h; yeast lacking PDR1 and PDR3 efflux regulators; inhibition, % at 9.4 µM; hit rate 0.32% among 310,000; AID 504621;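 active = every replicate shows inhibition above about 80%, whatever the replicate mean, limit read from the data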;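 note: 0% = DMSO neutral controls and 100% = 20 µM radicicol positive controls; yeast relying on Plasmodium falciparum Hsp90 in place of its own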
CAL PDZ FP: human CAL PDZ-peptide interaction inhibition. inhibition, % at 20 µM. Q9HD26. hit rate 0.02% among 330,000. purified CAL PDZ, TMR-peptide fluorescence polarization, 1 h;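 active = highest replicate inhibition of at least 40%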;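 note: plate controls were DMSO neutral control wells for no effect and unlabeled competitor peptide control wells for full effect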
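material = purified tagged CAL PDZ domain construct (CerCALP) | compound dosing = 20 µM, one dose | times = 1 h at RT | measured by = fluorescence polarization from S- and P-plane intensities, G-factor corrected | read-out = inhibition from polarization loss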
AddAB inh: less growth of phage-infected E. coli with AddAB; E. coli expressing H. pylori AddAB, absorbance growth; inhibition, % at 11.9 µM; hit rate 0.29% among 330,000; in the data active = inhibition above about 12%;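 note: 0% = vehicle wells of infected cells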
DAGLB inhibitor: blocks human DAGLB lipase activity. inhibition, % at 5.17 µM. hit rate 0.059% among 340,000. HEK293T DAGLB membrane lysate, EnzChek fluorogenic substrate. Q8NCG7; in the data active = inhibition above about 34%;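 note: 0% = enzyme with vehicle and 100% = wells lacking enzyme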
Tat transport: inhibitors of E. coli Tat protein transport; E. coli MC4100 TorA-mCherry Tat export, fluorescence; inhibition, % at 10 µM; hit rate 0.036% among 340,000;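 active = mean replicate inhibition at least 50% and at least half of replicates individually reaching 50%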;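 note: exported cargo escapes ClpAP degradation while cytoplasmic cargo is degraded and loses fluorescence; 0% = median of neutral control wells and 100% = median of NaSCN control wells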
* hit, by the source's call; . = no result given. Random draw from the library; 1.9% or so of the library scored in one or more.

1: CCOC(=O)c1nnn(-c2nonc2N)c1COc1ccccc1
2: Cc1cc(C(=O)OCC(=O)Nc2ccccc2Cl)c(C)o1
3: CCn1c(N2CCN(C(=O)NC3CCCCC3)CC2)nc2ccccc21
4: Cc1cccc(Cc2c(C)nc3c(C(=O)NCc4ccco4)cnn3c2C)c1
5: O=C(c1cccc(S(=O)(=O)N2CCc3ccccc32)c1)N1CCCC(C(F)(F)F)C1 (stereo not given)
6: Cc1ccc(C(CC(=O)NCCCN(C)C)c2ccc(OC(C)C)cc2)cc1 (stereo not given)
7: CC(C(=O)Nc1ccccc1C(=O)N1CCOCC1)N(c1ccc(Cl)cc1)S(C)(=O)=O (stereo not given)
8: COc1ccc(-c2cc3cc(OC)c(OC)cc3c(C)n2)cc1
assay / compound	1	2	3	4	5	6	7	8
PvdQ inh	1	-17	-10	-9	-2	-3	-4	-5
PfHsp90 set2	6	.	7	.	-146	6	-17	19
CAL PDZ FP	-1.5	0.2	-2.8	-4.2	-3.0	-0.2	0.1	-2.1
phage Ecoli inh	0.7	2.1	-0.3	2.2	0.2	-0.5	3.3	0.6
E coli growth	2.0	0.5	-0.7	-0.3	2.2	-2.0	-0.3	1.9
AddAB inh	-1.3	0.8	0.8	0.6	3.9	3.3	1.4	2.3
Wnt bcat act	.	1	.	.	-2	2	-1	12
Rtt109 HAT inh	18	-3	-11	5	10	17	0	-6
DAGLB inhibitor	2	-9	-1	-1	-1	-3	-3	-2
Tat transport	1	-8	-1	1	2	9	0	-1

2 entries picked at random from those above, as already listed:
8: COc1ccc(-c2cc3cc(OC)c(OC)cc3c(C)n2)cc1
2: Cc1cc(C(=O)OCC(=O)Nc2ccccc2Cl)c(C)o1
assay / compound	8	2
PvdQ inh	-5	-17
PfHsp90 set2	19	.
CAL PDZ FP	-2.1	0.2
phage Ecoli inh	0.6	2.1
E coli growth	1.9	0.5
AddAB inh	2.3	0.8
Wnt bcat act	12	1
Rtt109 HAT inh	-6	-3
DAGLB inhibitor	-2	-9
Tat transport	-1	-8

Other structures.
9: COc1cc(C(=O)Nc2ccc(Cl)c([N+](=O)[O-])c2)cc(OC)c1OC
10: C/C(CC(=O)Nc1ccc2c(c1)OCCO2)=N\NC(=O)COc1cccc(C)c1
11: O=C([C@@H]1CCCN1C(=O)c1cccs1)N1CCN(S(=O)(=O)c2cccc(F)c2)CC1
12: CC1(C)N=C(N)N=C(N)N1c1ccc(OCCCOc2ccccc2)c(Cl)c1
13: CCNc1nnc(SCC(=O)N2c3ccccc3NC(=O)CC2C)s1 (stereo not given)
14: COC(=O)c1ccc2c(c1)N(Cc1ccccc1F)C(=O)c1ccccc1S2=O (stereo not given)
15: Cc1ccc(C)n1-c1nnc(N2CCC(C(=O)NCCCN3CC(C)CC(C)C3)CC2)s1 (stereo not given)
16: COc1ccccc1C(=O)NC(=O)CSc1nnc(SC)s1
assay / compound	9	10	11	12	13	14	15	16
PvdQ inh	-3	-8	-7	-10	-5	14	6	-7
PfHsp90 set2	-32	-7	5	-4	1	6	9	.
CAL PDZ FP	-1.1	-1.8	-0.2	0.2	-0.8	-0.2	-1.4	-2.1
phage Ecoli inh	3.7	0.1	2.5	-2.7	0.6	2.0	4.3	0.1
E coli growth	-2.4	-0.4	-0.2	0.4	1.4	-0.3	0.3	-2.9
AddAB inh	0.8	-0.5	-2.5	-0.9	0.3	5.5	3.4	-3.8
Wnt bcat act	-2	0	-1	-1	-1	-5	-2	1
Rtt109 HAT inh	11	24	-4	-9	-2	12	15	-4
DAGLB inhibitor	-3	-4	1	1	-1	-3	0	1
Tat transport	19	-2	-10	5	7	5	3	0

17: CCN(CC)C(=O)CSc1nnc(-n2nc(C)cc2C)c2ccccc12
18: COc1cccc(CN2CCN(Cc3cc(OC)c(OC)c(OC)c3)CC2)c1OC
19: O=C1CC(/C=C/c2ccncc2)=Nc2ccccc2N1
20: COc1cnc(SCC(=O)O)[nH]c1=O
21: Cc1ccc2cc3cc(C(=O)NCCCN4CC(C)CC(C)C4)oc3nc2c1 (stereo not given)
22: CNC(=S)NN=C(C)CCCC(C)=NNC(=S)NC
23: O=C(CS(=O)(=O)Cc1ccccc1)N1CCc2ccccc21
24: CN(c1ccccc1)S(=O)(=O)c1cccc(NC(=O)CSc2nnc(N)s2)c1
25: CN1CCC(=C(c2ccccc2)c2ccc(Br)cc2)CC1
26: Cc1sc2nc(SCC(=O)c3cc(C)n(CC4CCCO4)c3C)n(C(C)C)c(=O)c2c1C (stereo not given)
27: COc1ccc(CC(=O)Nc2ccc(/C(C)=N\NC(=O)c3ccc(Br)o3)cc2)cc1
assay / compound	17	18	19	20	21	22	23	24	25	26	27
PvdQ inh	-12	-14	-2	9	-13	-11	-5	-2	-20	-13	-12
PfHsp90 set2	.	-2	-13	-7	-29	-20	-57	2	-7	1	8
CAL PDZ FP	.	0.5	0.4	-3.2	-5.5	-0.6	0.2	-2.1	-2.6	-0.3	-2.5
phage Ecoli inh	3.0	-1.3	1.5	0.6	2.7	1.5	3.3	4.8	-2.9	0.2	-0.2
E coli growth	-2.2	.	3.6	-1.8	-1.0	.	2.0	0.3	-2.0	0.2	.
AddAB inh	-1.4	.	5.2	1.8	0.4	.	4.1	4.8	0.1	-1.0	.
Wnt bcat act	.	-2	0	1	-2	-2	16	.	-1	-3	2
Rtt109 HAT inh	1	-3	-5	0	14	-2	-8	-3	22	.	-1
DAGLB inhibitor	-1	0	3	1	-1	3	-1	1	-2	-7	0
Tat transport	-5	3	12	7	-17	-7	-11	5	-5	3	-3

9 structures from above, ordered by heavy-atom count, highest first:
15: Cc1ccc(C)n1-c1nnc(N2CCC(C(=O)NCCCN3CC(C)CC(C)C3)CC2)s1 (stereo not given)
18: COc1cccc(CN2CCN(Cc3cc(OC)c(OC)c(OC)c3)CC2)c1OC
21: Cc1ccc2cc3cc(C(=O)NCCCN4CC(C)CC(C)C4)oc3nc2c1 (stereo not given)
17: CCN(CC)C(=O)CSc1nnc(-n2nc(C)cc2C)c2ccccc12
16: COc1ccccc1C(=O)NC(=O)CSc1nnc(SC)s1
25: CN1CCC(=C(c2ccccc2)c2ccc(Br)cc2)CC1
19: O=C1CC(/C=C/c2ccncc2)=Nc2ccccc2N1
22: CNC(=S)NN=C(C)CCCC(C)=NNC(=S)NC
20: COc1cnc(SCC(=O)O)[nH]c1=O
assay / compound	15	18	21	17	16	25	19	22	20
PvdQ inh	6	-14	-13	-12	-7	-20	-2	-11	9
PfHsp90 set2	9	-2	-29	.	.	-7	-13	-20	-7
CAL PDZ FP	-1.4	0.5	-5.5	.	-2.1	-2.6	0.4	-0.6	-3.2
phage Ecoli inh	4.3	-1.3	2.7	3.0	0.1	-2.9	1.5	1.5	0.6
E coli growth	0.3	.	-1.0	-2.2	-2.9	-2.0	3.6	.	-1.8
AddAB inh	3.4	.	0.4	-1.4	-3.8	0.1	5.2	.	1.8
Wnt bcat act	-2	-2	-2	.	1	-1	0	-2	1
Rtt109 HAT inh	15	-3	14	1	-4	22	-5	-2	0
DAGLB inhibitor	0	0	-1	-1	1	-2	3	3	1
Tat transport	3	3	-17	-5	0	-5	12	-7	7

Assay outcomes deposited in PubChem by several laboratories.
